Screening data deposited in PubChem by National Center for Advancing Translational Sciences (NCATS).
POLK inh = inhibitors of human DNA polymerase kappa; AID 588579; purified Pol kappa, fluorescent DNA synthesis assay, 10 min; Potency, µM (series often up to 107 µM), without a hit: top-dose activity, negative = inhibition, usual class: inhibitors; 400,000 compounds, 0.53% hits; note: potency is the fitted concentration of half-maximal effect; % is set by controls: 0 for no effect and ±100 for the full control effect
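Inhibition of 10 nM Pol kappa is measured by a fluorescent read-out at 0 and 10 min following addition of 50 nM substrate (final), with a 15-min room-temperature compound preincubation.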
APEX1 inh = inhibitors of human APE1 endonuclease. P27695. recombinant APE1, TAMRA/BHQ-2 abasic DNA cleavage fluorescence. Potency, µM (series often up to 65.8 µM), inactives show at the highest dose activity change, negative = inhibition, hits mostly inhibitors. 350,000 compounds, 0.35% hits;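 note: potency is the fitted concentration of half-maximal effect; plate controls were vehicle for no effect and reference inhibitor for full effect; nearly all actives have a fitted effect of over 55% in size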
Target sequence (P27695 whole entry, looked up): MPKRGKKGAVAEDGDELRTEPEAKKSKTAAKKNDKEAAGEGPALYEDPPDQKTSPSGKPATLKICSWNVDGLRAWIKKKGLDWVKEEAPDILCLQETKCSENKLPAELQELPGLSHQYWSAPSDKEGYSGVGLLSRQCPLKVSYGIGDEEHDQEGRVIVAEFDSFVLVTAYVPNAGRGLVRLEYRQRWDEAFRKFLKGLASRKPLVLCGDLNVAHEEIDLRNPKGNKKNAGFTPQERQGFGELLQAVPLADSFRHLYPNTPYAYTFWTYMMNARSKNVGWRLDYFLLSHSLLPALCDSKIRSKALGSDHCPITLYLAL
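Step 1: APE1 (0.75 nM) with compound, 15 min RT. Step 2: add 50 nM fluorophore/quencher THF duplex. Step 3: three fluorescence reads 60 s apart (525/598 nm); read 3 minus read 1 = reaction progress.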
BLM inh = Bloom syndrome helicase (human) inhibition | recombinant BLM DNA unwinding, fluorescence dequenching | 350,000 compounds, 0.2% hits | P54132 | Potency, µM (top dose mostly 56.1 µM), without a hit: at the highest dose activity change, negative = inhibition, actives largely listed as inhibitors;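 note: potency is the fitted concentration of half-maximal effect; plate controls were vehicle for no effect and no enzyme for full effect; nearly all actives have a fitted effect of over 35% in size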
Apoferritin bind = candidate novel general anesthetic via apoferritin binding; Potency, µM (doses to about 77.5 µM), for inactives: at the highest dose activity change, negative = displacement, actives largely listed as inhibitors; 350,000 compounds, 0.074% hits; apoferritin/1-aminoanthracene competitive binding, fluorescence; note: potency is the fitted concentration of half-maximal effect; % is set by controls: 0 for no effect and ±100 for the full control effect; nearly all actives have a fitted effect of over 20% in size
Target sequence (P02791 2-175 limits assumed): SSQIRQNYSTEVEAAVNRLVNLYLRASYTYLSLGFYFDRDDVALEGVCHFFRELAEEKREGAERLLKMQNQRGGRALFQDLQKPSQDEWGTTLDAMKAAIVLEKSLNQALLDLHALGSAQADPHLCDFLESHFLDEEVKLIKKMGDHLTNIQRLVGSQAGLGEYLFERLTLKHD
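Apoferritin-based anesthetic binding model; compound displacement of fluorescent 1-AMA measured as endpoint fluorescence after 10 minutes at room temperature, scaled to free-ligand and complex controls.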
Pol iota inh = blocks human DNA polymerase iota activity; Pol iota fluorescent replication assay, 10 min; Potency, µM (highest dose often 115 µM), for inactives: at the top dose activity, negative = inhibition, actives largely listed as inhibitors; 390,000 compounds, 1% hits; AID 588590; note: potency is the fitted concentration of half-maximal effect
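Fluorescent replication assay read twice, at 0 min and 10 min after adding 50 nM (final) substrate. Enzyme (10 nM) and compounds were first incubated 15 min at room temperature; enzyme-free buffer wells were negative controls.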
RXFP1 antag = antagonists of human relaxin receptor RXFP1; HEK293-RXFP1, relaxin-stimulated cAMP HTRF, 30 min; hits give low values; activity change, negative = inhibition, % at 57.5 µM; 350,000 compounds, 0.59% hits;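 active = activity change of -60% or lower, but not beyond a set lower limit; inconclusive = change between -60% and -40%, or beyond the set limit; inactive = change above -40%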; note: % is set by controls: 0 for no effect and ±100 for the full control effect
POLH inh = inhibitors of human DNA polymerase eta | Potency, µM (highest dose often 114 µM), for inactives: at the top dose activity change, negative = inhibition, most hits filed as inhibitors | AID 588591 | Q9Y253 | recombinant Pol eta, fluorescent DNA replication assay | 390,000 compounds, 1.2% hits; note: potency is the fitted concentration of half-maximal effect; % is set by controls: 0 for no effect and ±100 for the full control effect
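Pol eta (10 nM) was preincubated with compounds for 15 min at room temperature, after which fluorescent replication substrate (50 nM final) was added to start the reaction. Fluorescence was read kinetically at 0 and 10 min.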
Tb PGK inh = blocks T. brucei phosphoglycerate kinase | 380,000 compounds, 0.043% hits | PGK/GAPDH coupled, Kinase-Glo luminescence, 60 min | P07378 | Potency, µM (doses to about 57.5 µM), inactives show at the top dose activity change, negative = inhibition, most hits filed as inhibitors; note: potency is the fitted concentration of half-maximal effect; % is set by controls: 0 for no effect and ±100 for the full control effect; nearly all actives have a fitted effect of over 60% in size
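Recombinant glycosomal PGK reaction used 1,3-bisphosphoglycerate generated in-well by GAPDH (100nM final) in 100mM TEA pH 7.6, 5mM MgCl2, 0.01% Tween-20. After 60 minutes at room temperature, ATP was read by Kinase-Glo Plus luminescence end-point.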
POLB inh = blocks human DNA polymerase beta activity. Pol beta primer extension/strand displacement, fluorescence kinetic. Potency, µM (titrated, usually from 114 µM), for the others: at the top dose activity change, negative = inhibition, hits mostly inhibitors. 340,000 compounds, 1.3% hits; note: potency is the fitted concentration of half-maximal effect; % is set by controls: 0 for no effect and ±100 for the full control effect
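Reaction started by 50 nM substrate onto compound-treated Pol beta (10 nM, 15 min preincubation, room temperature); plates read at 0 min and 10 min. Normalized concentration-effect data fitted by four-parameter Hill equation.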
Active calls of the source: *; i = inactive; ? = inconclusive; . = not tested or not shown; [ ] = remark or other dose. Unless noted, calls come from the whole dose curve; as a rule, active = well fitted curve in the direction sought with a large enough effect; inconclusive = small, poorly fitted or top-dose-only effect, or another doubt; inactive = no such curve, though single readings can be large; an effect the other way counts as inactive or inconclusive. This is a subset; count on the stated rates, not on these rows.

molecule,POLK inh,APEX1 inh,BLM inh,Apoferritin bind,Pol iota inh,RXFP1 antag,POLH inh,Tb PGK inh,POLB inh
CC(=O)c1c(O)c2ccccc2n(C(C)C)c1=O,-11%,3%,-5%,-5%,-4%,12,-17%,2%,?
O=C(Cn1c(C(=O)OCCO)cc2ccccc21)c1ccccc1,6%,6%,-7%,-17%,121%[activator],-18,-12%,-1%,79%
CCCc1cc(=O)[nH]c(Nc2cc(C)cc(C)c2)n1,5%,.,-2%,-13%,3%,-9,-18%,-8%,-1%
O=C(NCCNC(=O)c1ccc(-c2ccc(Cl)c(Cl)c2)o1)c1cnccn1,1%,10%,2%,-11%,29%,16,-15%,7%,4%
COc1ccc([C@H]2CC(=O)C=C(c3cccc4c3Oc3ccccc3S4)C2)cc1,-8%,-16%,.,.,17%,.,-12%,-2%,.
CCCCc1cc(=O)oc2cc(OS(C)(=O)=O)ccc12,-11%,-2%,3%,1%,46%[activator],-2,-22%,-9%,2%
Cn1cc(Br)c(C(=O)n2cc(Br)cn2)n1,-13%,3%,-2%,-10%,63%[activator],?,-24%,i,-28%
COc1ccc(OC)c(NC(=O)CNC(=O)c2ccc([N+](=O)[O-])cc2)c1,-1%,-2%,-1%,-9%,11%,-1,2%,4%,2%
O=C(COC(=O)C12CC3CC(CC(C3)C1)C2)NCCc1ccccc1,-7%,12%,-3%,?,-18%,-2,-1%,.,22%
Cc1nonc1NC(=O)CSc1nc2ccccc2cc1C#N,-12%,10%,-9%,-8%,-63%,2,1%,0%,30%
Cc1ccccc1NC(=O)Cc1nnc(N)s1,0%,0%,-2%,-5%,144%[activator],3,-6%,-6%,16%
CCOc1ccc(Cn2c(=O)sc3ccccc32)cc1OC,-1%,7%,0%,-14%,45%[activator],-2,-21%,0%,-15%
COc1cc(OC)cc(C(=O)NNC(=S)Nc2ccc(S(N)(=O)=O)cc2)c1,-3%,9%,-3%,-5%,1%,15,4%,i,9%
O=C(CCc1nnc2ccc(N3CCC4(CC3)OCCO4)nn12)Nc1cc(F)ccc1F,-21%,10%,1%,-5%,82%[activator],8,-16%,-5%,-1%
Cc1cc(C)cc(NC(=O)CSc2nc3c(oc4ccccc43)c(=O)n2-c2ccccc2)c1,-11%,1%,-4%,-15%,9%,7,-9%,-9%,4%
COc1cccc(C(=O)OCC(=O)c2[nH]c(C)c(C(C)=O)c2C)c1,-2%,22%,.,.,-1%,6,-18%,1%,.
COc1cc2c(cc1OC)C(COc1ccc3c(C)cc(=O)oc3c1)N(C(=O)c1ccccc1F)CC2 (stereo not given),-1%,.,-10%,?,3%,-8,-16%,?,1%
Cc1ccc(CSC2=Nc3ccccc3C3=NC(CCC(=O)NCc4cccs4)C(=O)N23)c(C)c1 (stereo not given),-3%[60.1 µM],.,-3%,?,-24%,-14,-23%,-4%,0%
CCOC(=O)C(=O)N/N=C/c1ccc(F)cc1,5%,4%,-1%,-8%,-4%,-6,-4%,-9%,12%
O=C1OCC2=C1C(c1ccccc1)CC(=O)N2c1ccccc1 (stereo not given),-6%,1%,-1%,1%,73%[activator],4,-23%,-2%,31%

4 entries from above, reformatted.
compound: COc1ccc([C@H]2CC(=O)C=C(c3cccc4c3Oc3ccccc3S4)C2)cc1
  POLK inh: -8%	APEX1 inh: -16%	BLM inh: .	Apoferritin bind: .	Pol iota inh: 17%	RXFP1 antag: .	POLH inh: -12%	Tb PGK inh: -2%	POLB inh: .
compound: CCCc1cc(=O)[nH]c(Nc2cc(C)cc(C)c2)n1
  POLK inh: 5%	APEX1 inh: .	BLM inh: -2%	Apoferritin bind: -13%	Pol iota inh: 3%	RXFP1 antag: -9	POLH inh: -18%	Tb PGK inh: -8%	POLB inh: -1%
compound: Cc1ccccc1NC(=O)Cc1nnc(N)s1
  POLK inh: 0%	APEX1 inh: 0%	BLM inh: -2%	Apoferritin bind: -5%	Pol iota inh: 144%[activator]	RXFP1 antag: 3	POLH inh: -6%	Tb PGK inh: -6%	POLB inh: 16%
compound: COc1cc(OC)cc(C(=O)NNC(=S)Nc2ccc(S(N)(=O)=O)cc2)c1
  POLK inh: -3%	APEX1 inh: 9%	BLM inh: -3%	Apoferritin bind: -5%	Pol iota inh: 1%	RXFP1 antag: 15	POLH inh: 4%	Tb PGK inh: i	POLB inh: 9%

Further compounds
molecule,POLK inh,APEX1 inh,BLM inh,Apoferritin bind,Pol iota inh,RXFP1 antag,POLH inh,Tb PGK inh,POLB inh
COC(=O)Nc1nc(-c2ccccc2)c(C(=O)c2ccccc2)s1,-5%,-8%,0%,?,5%,2,-16%,2%,-3%
Cc1nn(-c2ccccc2)c(NC(=O)c2cccs2)c(-c2ccccc2)c1=O,1%,-3%,-1%,-10%,4%,-14,-14%,-1%,-1%
COc1cccc(/C=C2\Oc3cc(OCC(=O)N4CCCCC4)ccc3C2=O)c1OC,-24%,43%,-4%,?,2%,21,7%,-3%,-27%
CCn1c(=O)c2c(nc3n2CCCN3CCc2ccc(OC)c(OC)c2)n(C)c1=O,6%,-10%,2%,6%,174%[activator],-18,-6%,0%,-15%
C=C1CC2C(CCC3(C)C2CCC3(O)C(C)=O)C2(C)CCC(=O)C=C12 (stereo not given),-3%,-5%,2%,-9%,146%[activator],3,-28%,3%,-1%
Cc1cccc2cc(/C=N/NC(=O)CN3CCOCC3)c(Cl)nc12,-19%,16%,-1%,-14%,23%,.,-18%,-2%,45%
O=C(C[C@H]1C/C=C\CCC(=O)O[C@@H](c2ccccc2)CNC1=O)NCCO,-17%,-13%,.,.,1%,.,-7%,-8%,.
NC(=O)C1CCN(C2CC(=O)NC2=O)CC1 (stereo not given),-5%,?,-3%,-1%,18%,-1,-12%,-15%,-24%
CCOc1ccc(CCNC(=O)CCC(=O)N2CCOc3ccc(C)cc32)cc1OCC,-10%,39%,0%,-12%,3%,6,0%,-3%,-17%
COc1ccc(C2=CC(c3ccc(N(C)C)cc3)n3nnnc3N2)cc1 (stereo not given),-6%[60.1 µM],.,1%,-14%,-7%,-6,-12%,-8%,2%
O=C(Nc1ccc(S(=O)(=O)Nc2cnc3ccccc3n2)cc1)c1cccc(OC(F)F)c1,-15%,29%,-4%,-4%,26%,5,-4%,-5%,11%
CCOc1cccc(C(=O)Nc2nnc(-c3ccco3)s2)c1,-2%,-3%,1%,?,?,-16,?,-2%,?
CCOc1ncccc1C(=O)Nc1ccc(S(=O)(=O)Nc2nccs2)cc1,-5%,16%,-3%,4%,47%[activator],18,-18%,-2%,23%
Cc1ccnc(NC(=O)C2CCC(CNc3c(N4CCCC4)c(=O)c3=O)CC2)c1 (stereo not given),0%,-12%,-2%,-4%,?,.,-11%,-1%,-2%
O=C(COCC(=O)NCc1ccccc1)NCc1ccccc1,-1%,2%,-6%,-3%,63%[activator],-14,-18%,-10%,1%
COc1ccc(CNC(=O)c2ccc(NC(=O)CC3SC(N4CCCCC4)=NC3=O)cc2)cc1 (stereo not given),-18%,?,-1%,?,2%,0,-9%,-2%,11%
CN1CCN(S(=O)(=O)c2cccc(C(=O)Nc3cccc(S(N)(=O)=O)c3)c2)CC1,-5%,-12%,1%,4%,12%,6,-11%,-2%,35%
COc1cc(S(=O)(=O)NC(C)C)ccc1Cl,-6%,-1%,1%,-22%,2%,3,8%,-5%,-1%
Cc1ccc(S(=O)(=O)N(C)C)cc1NC(=O)C(C)OC(=O)c1ccc2ccccc2n1 (stereo not given),-5%,25%,.,.,31%[activator],-7,-24%,-8%,.
CCc1nnc(NC(=O)CSc2ncnc3c2oc2ccccc23)s1,8%,19%,-6%,-10%,25%,0,-12%,5%,9%

More entries follow:
Every second line gives: POLK inh	APEX1 inh	BLM inh	Apoferritin bind	Pol iota inh	RXFP1 antag	POLH inh	Tb PGK inh	POLB inh
- CCOC(=O)CNC(=O)c1cc(-c2ccccn2)nc2c(C)c(Cl)ccc12
  -14%	-5%	-9%	-6%	117%[activator]	7	-7%	-9%	-11%
- N#Cc1c(-c2ccc3c(c2)OCO3)ccn2nc(-c3cccc(C(F)(F)F)c3)nc12
  -4%	-3%	1%	-14%	17%	0	-20%	1%	-1%
- CN(C)/C=C(\C=O)c1ccc(Cl)cc1Cl
  -7%	4%	-6%	-5%	-7%	1	-5%	-2%	24%
- Cc1nn(-c2ccccc2)nc1C(N)=O
  -15%	20%	-5%	-1%	86%[activator]	-14	-11%	-2%	-2%
- O=C(COC(=O)Cn1cnc2ccccc21)Nc1cccc2c1C(=O)c1ccccc1C2=O
  -10%	-4%	2%	-4%	169%[activator]	-7	?	-2%	-1%
- O=c1ccc2ccc(Oc3ccc([N+](=O)[O-])cc3Cl)cc2o1
  1%	-1%	3%	-17%	14%	-5	-10%	0%	-20%
- NC(=S)N/N=C1\CCOc2ccc(F)cc21
  2%	-3%	-1%	10%	29%	2	5%	1%	-2%
- Cc1ccc(S(=O)(=O)NCCCNC(=O)N2CCOCC2)cc1
  3%	-1%	-1%	4%	13%	-9	-3%	-2%	3%
- CCn1c(SCc2cccc(C)c2)nnc1-c1ccccc1
  -6%	-1%	-2%	-18%	22%	5	2%	-6%	35%

Molecules listed so far that contain a cyano group:
Every second line gives: POLK inh	APEX1 inh	BLM inh	Apoferritin bind	Pol iota inh	RXFP1 antag	POLH inh	Tb PGK inh	POLB inh
- Cc1nonc1NC(=O)CSc1nc2ccccc2cc1C#N
  -12%	10%	-9%	-8%	-63%	2	1%	0%	30%
- N#Cc1c(-c2ccc3c(c2)OCO3)ccn2nc(-c3cccc(C(F)(F)F)c3)nc12
  -4%	-3%	1%	-14%	17%	0	-20%	1%	-1%
